# Bioassay records deposited in PubChem by several laboratories.
# TRPC6 inh = inhibitors of mouse TRPC6 channel. Q61143. 310,000 tested, 1.1% active. B-score at 10 µM. HEK293-TRPC6, membrane potential dye, ACh-evoked depolarization; active compounds read low. AID 2553;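 active = B-score under library mean minus 3 SD, initial fluorescence not abnormally high, positive integrated signal ratio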;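 note: B-score derived from integrated fluorescence ratio over the kinetic read; more negative B-score means stronger inhibition of depolarization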
# MrgX1 antag = blocks BAM8-22 activation of human MrgX1 receptor; Q96LB2; MRGX1-HEK293 calcium flux, Fluo-4, BAM8-22 antagonism; active compounds read low; B-score at 10 µM; 310,000 tested, 1.3% active; AID 588676;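 active = calcium-response B-score plate-corrected more than 3 library SD below zero, starting fluorescence within 5 deviations, no agonist response on first addition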;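 note: peak minus trough fluorescence over baseline after final BAM8-22 challenge near maximal dose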
# Target sequence (Q96LB2 whole entry, looked up): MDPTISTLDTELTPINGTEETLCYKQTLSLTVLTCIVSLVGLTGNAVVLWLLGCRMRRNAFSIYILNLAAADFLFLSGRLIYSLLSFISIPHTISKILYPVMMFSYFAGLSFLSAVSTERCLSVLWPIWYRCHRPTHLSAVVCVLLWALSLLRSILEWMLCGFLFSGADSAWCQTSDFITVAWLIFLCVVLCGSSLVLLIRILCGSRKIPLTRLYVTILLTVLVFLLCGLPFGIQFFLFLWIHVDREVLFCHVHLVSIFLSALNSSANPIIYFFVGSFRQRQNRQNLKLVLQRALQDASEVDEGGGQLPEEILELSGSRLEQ
# SKKanGAS inh = inhibitors of SKKanGAS S. pyogenes growth in kanamycin (SK-promoter or general growth effect) | AID 1662 | BacTiter-Glo, 6 h | inhibition, % at 7.5 µM | 300,000 tested, 1.3% active;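 active = mean replicate score, as percent of positive control median, at least 50; inconclusive = mean below 50 but one replicate at or above 50; inactive = mean and every replicate below 50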;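 note: strain carries kanamycin resistance gene driven by streptokinase promoter and grows in 40 µg/ml kanamycin; loss of luminescence reflects streptokinase promoter inhibition or plain growth inhibition; 0% = median of DMSO wells and 100% = positive control at its reference dose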
# HDAC3 inhib = inhibitors of human histone deacetylase 3 | inhibition, % at 8.3 µM | O15379 | 320,000 tested, 0.15% active | recombinant HDAC3, fluorogenic peptide/trypsin coupled, fluorescence; in the data active = inhibition above about 26%, passing the limit was not always enough; inconclusive = no clear call, values can overlap the other calls
# Target sequence (O15379 whole entry, looked up): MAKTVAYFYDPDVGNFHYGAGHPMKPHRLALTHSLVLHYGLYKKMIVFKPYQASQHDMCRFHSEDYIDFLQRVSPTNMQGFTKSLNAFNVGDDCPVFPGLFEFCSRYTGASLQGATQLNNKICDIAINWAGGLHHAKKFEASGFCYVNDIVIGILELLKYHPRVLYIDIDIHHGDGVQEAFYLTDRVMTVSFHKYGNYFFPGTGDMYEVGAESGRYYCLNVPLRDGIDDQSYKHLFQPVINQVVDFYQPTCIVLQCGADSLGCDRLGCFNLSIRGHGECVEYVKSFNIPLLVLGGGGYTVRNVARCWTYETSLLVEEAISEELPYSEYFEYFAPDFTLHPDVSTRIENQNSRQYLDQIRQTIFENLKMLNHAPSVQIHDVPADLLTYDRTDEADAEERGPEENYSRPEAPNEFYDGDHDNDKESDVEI
# ANO1 block = mouse TMEM16A channel inhibition, primary screen; Q8BHY3; HEK293 TMEM16A/YFP iodide influx fluorescence, ionomycin; normalized B-score (activity score, 25-100; higher = stronger inhibition) at 10 µM; 310,000 tested, 1.2% active; AID 588511;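 active = ratio plate-corrected score three or more library SD toward inhibition, starting fluorescence score within five deviations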;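 note: score derived from kinetic fluorescence span divided by baseline fluorescence per well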
# RGS4 block = inhibitors of human RGS4; P49798; HEK293 M3R/RGS4 inducible, Fluo-4 calcium flux; active compounds read high; triggered by carbachol at its EC20; B-score at 10 µM; 310,000 tested, 0.45% active; AID 463165;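 active = B-score, a plate-corrected calcium signal, over three deviations above library mean, with baseline fluorescence within five deviations of library mean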;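 note: RGS4 expression induced by doxycycline in cells with stable M3 receptor; B-score is computed from the integrated fluorescence ratio over baseline after carbachol; higher B-score means a larger calcium signal and so more RGS4 inhibition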
# Target sequence (P49798 whole entry, looked up): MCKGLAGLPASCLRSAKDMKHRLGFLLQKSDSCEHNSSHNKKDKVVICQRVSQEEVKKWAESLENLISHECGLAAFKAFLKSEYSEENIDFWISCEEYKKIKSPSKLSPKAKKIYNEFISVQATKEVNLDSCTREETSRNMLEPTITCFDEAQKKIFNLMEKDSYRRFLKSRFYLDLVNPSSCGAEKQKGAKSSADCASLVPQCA
# MrgX1 ag = activates human MrgX1 receptor signaling; Q96LB2; MrgX1-HEK293 cells, Fluo-4 calcium fluorescence, agonist mode; active compounds read high; B-score at 10 µM; 310,000 tested, 0.44% active;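 active = calcium response B-score plate-corrected fluorescence ratio at least 3 library SD, with starting fluorescence B-score inside 5 SD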
#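 Test system: HEK293 cells stably expressing human MrgX1 receptor; Input: fifteen thousand cells per well; Dosing: compound delivered in addition one of three; Schedule: overnight seeding, then 1 h dark dye loading; Technique: Fluo-4 NW calcium fluorescence; Measure: B-scored fluorescence response ratio; Controls: positive and negative controls per plate.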
# TRPC6 activator = mouse TRPC6 channel activation; HEK293-TRPC6 membrane potential dye fluorescence; active compounds read high; 310,000 tested, 0.13% active; Q61143; B-score at 10 µM; AID 2550;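 active = B-score of the integrated fluorescence ratio above library mean plus 3 SD, and starting fluorescence ratio within library mean plus 5 SD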;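 note: higher score means more depolarization so channel activation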
# RGS4 act = RGS4 potentiation or activation | B-score at 10 µM | 310,000 tested, 0.92% active | AID 463111 | HEK293 M3R/inducible RGS4, carbachol calcium flux Fluo4; active compounds read low;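 active = B-score of the integrated calcium signal more than 4 SD below the library mean, with starting fluorescence not abnormally high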;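 note: negative B-score means reduced calcium response which marks RGS4 activation or potentiation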
#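 Material: M3R-expressing HEK293 line, RGS4 induced by doxycycline | Schedule: Overnight RGS4 induction, 30 min dye load 37 °C, 20 min compound RT | Measured by: Fluo4 fluorescence kinetic imaging of calcium | Read-out: Integrated calcium ratio converted to B score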
# MrgX1 PAM = allosterically activates human MrgX1 receptor signaling; Q96LB2; MrgX1-HEK293, Fluo-4 calcium flux, FDSS; active compounds read high; 310,000 tested, 0.63% active; B-score at 10 µM;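 active = plate-corrected calcium response at least 3 library SD above typical, normal starting fluorescence, not activating the receptor alone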;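 note: compound read alongside a low EC10 to EC30 dose of BAM8-22 agonist; peak minus trough fluorescence over baseline measured at the second addition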
# ANO1 activ = mouse TMEM16A channel activation, primary screen; Q8BHY3; HEK293 TMEM16A/YFP-H148Q/I152L, iodide quench fluorescence; active compounds read low; B-score at 10 µM; 340,000 tested, 0.3% active;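 active = fluorescence-ratio B-score plate-corrected deviation score at least 3 library SD below zero, with starting fluorescence score within 5 deviations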;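 note: channel opened by trigger with iodide after compound preincubation; score built on the fluorescence ratio of max minus min over baseline; more negative score means more quench and so TMEM16A activation or potentiation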
# Active calls of the source: *; i = inactive; ? = inconclusive; / = no result given.
SMILES,TRPC6 inh,MrgX1 antag,SKKanGAS inh,HDAC3 inhib,ANO1 block,RGS4 block,MrgX1 ag,TRPC6 activator,RGS4 act,MrgX1 PAM,ANO1 activ
Nc1ncc2c(n1)CCN(c1ccc([N+](=O)[O-])cc1)C2,i,i,2,/,i,i,i,i,i,i,i
COc1ccc(CC(=O)NNC2=Nc3cccc4cccc2c34)cc1OC,i,i,4,-2,i,i,i,i,i,i,i
CN(Cc1c(C(=O)N/N=C/c2c(F)cccc2Cl)nnn1-c1nonc1N)c1ccccc1,i,i,13,5,i,i,i,i,i,i,i
CCOc1ccc(NC(=O)COC(=O)Cn2cnnn2)cc1OCC,i,i,-8,1,i,i,i,i,i,i,i
COc1ccc(S(=O)(=O)NNC(=O)c2sccc2-n2cccc2)cc1,i,i,6,4,i,i,i,i,i,i,i
O=C(COc1ccccc1[N+](=O)[O-])NC1CC1,i,i,-7,2,i,i,i,i,i,i,i
CCCCn1c(N)c(N(CCOC)C(=O)C2CC(=O)N(Cc3ccc(C)cc3)C2)c(=O)[nH]c1=O (stereo not drawn),i,i,-1,5,i,i,i,i,i,i,i
CCN1C(=O)[C@@H]2[C@@H](c3ccc(SC4CCCCC4)c(OC)c3)N3CCC[C@@]3(C(=O)OC)[C@@H]2C1=O,/,i,/,-2,i,/,i,/,/,i,i
CC(=O)NCc1ccc(S(=O)(=O)N/N=C/c2ccc(Br)cc2)cc1,i,i,-5,-4,i,i,i,i,i,i,i
O=c1c2[nH]c3cccc(Cl)c3c2ncn1Cc1ccncc1,i,i,/,0,i,i,i,i,i,i,i
O=C(CCCNS(=O)(=O)c1cccc2nsnc12)NCc1ccc(Cl)cc1,i,i,-2,-3,i,i,i,i,i,i,i
COc1ccc(NC(=O)CN(C2CCCCC2)S(C)(=O)=O)cc1Cl,i,i,0,1,i,i,i,i,i,i,i
COc1cc(C(=O)N2CCN(C3CCCCC3)CC2)cc(OC)c1OC,i,i,-4,2,i,i,i,i,i,i,i
O=C1Nc2cc(C(=O)N3CCOCC3)ccc2SC1N1CCOCC1 (stereo not drawn),i,i,0,0,i,i,i,i,i,i,i
CCCCNc1nc(N)nc(-c2cc(Cl)ccc2O)n1,i,i,1,?,i,i,i,i,i,i,i
COc1ccc(-c2ccc(SCC(=O)N3CC(=O)Nc4ccccc43)nn2)cc1,i,i,-15,3,i,i,i,i,i,i,i
O=C(O)CCCC(=O)N1CCN(c2nc(-c3ccccc3)c3ccccc3n2)CC1,i,i,3,-18,i,i,i,i,i,i,i
Cc1cc(C)n(C(C)CC(=O)Nc2ccc3c(c2)OCO3)n1 (stereo not drawn),i,i,0,0,i,i,i,i,i,i,i
CCCCOc1ccc(N(CC(=O)NCCOC)C(=O)CCC(=O)Nc2ccccn2)cc1,i,i,-5,2,i,i,i,i,i,i,i
O=C1c2ccccc2C(Nc2ccc3c(c2)OCCO3)N1Cc1ccccc1 (stereo not drawn),i,i,-10,0,i,i,i,i,i,i,i
CCCn1cnc2cc(NCc3ccccn3)ccc21,i,i,-2,5,i,i,i,i,i,i,i
COC(=O)c1ccccc1NC(=O)Nc1ccc(Br)cn1,i,i,5,-3,i,i,i,i,i,i,i
O=C(NC1CCCCCC1)C1CCCN(S(=O)(=O)c2cccs2)C1 (stereo not drawn),i,i,0,0,i,i,i,i,i,i,i
O=S(=O)(Nc1nc2cc3c(cc2nc1Cl)OCCO3)c1ccccc1,i,i,8,-14,i,i,i,i,i,i,i
CC(C)CN(CC(C)C)C(=O)COc1ccccc1C(N)=O,i,i,0,1,i,i,i,i,i,i,i
Cc1cc(NC(=O)c2ccc3c(c2)OCCO3)ccc1NC(=O)c1ccco1,i,i,-11,0,i,i,i,i,i,i,i
Cc1nnc(NC(=O)c2sc3nc(-c4cccs4)cc(C(F)(F)F)c3c2N)s1,i,i,21,4,i,i,31*,i,i,i,i
O=c1cc(O)nc(SCc2ccccc2)n1-c1ccc(F)cc1,i,i,43,-1,i,i,i,i,i,i,i
COc1ccc(-c2nc(CS(=O)CC(=O)NCCCN3CCOCC3)c(C)o2)cc1OC (stereo not drawn),i,i,-1,-3,i,i,i,i,i,i,i
O=c1c2sccc2nc(SCc2ccc([N+](=O)[O-])cc2)n1Cc1ccccn1,i,i,1,2,i,i,i,i,i,i,i
COc1ccc(CC(=O)Nc2cccc(-c3nnc(-c4cccc(C)c4)o3)c2)cc1OC,i,-12*,26,7,100*,i,i,i,-9.9*,i,i
COc1ccc(-c2cn(CCCOCc3ccccc3)nn2)cc1,i,i,-7,-4,i,i,i,i,i,i,i
CCCCCCNC(=O)c1cccc(-c2ccc(C)c3ccccc23)n1,i,i,47,19,i,i,i,i,i,i,i
CCCC(C)NC(=O)c1cc(C(=O)OC)cc([N+](=O)[O-])c1 (stereo not drawn),i,-5.2*,-1,7,i,i,i,i,i,i,i
CC(=O)c1c(C)[nH]c(C(=O)N2CCN(C(=O)c3ccco3)CC2)c1C,i,i,-2,-3,i,i,i,i,i,i,i
CC(=O)n1cc([C@@H]2C=C(C(=O)N3CCOCC3)O[C@H](OCc3ccc(CO)cc3)C2)c2ccccc21,i,i,4,1,i,i,i,i,i,i,i
COc1ccccc1NC(=O)N(Cc1ccc2c(c1)OCO2)Cc1nc2ccccc2c(=O)[nH]1,i,i,4,2,i,i,i,i,i,i,i
Brc1cc(-c2ccccc2)nc(-c2ccccc2)n1,i,i,51*,0,i,i,i,i,i,i,i
CCCN(Cc1nnc(-c2ccccc2Cl)o1)C(=O)c1ccc(C)c(S(=O)(=O)N2CCOCC2)c1,i,i,-6,5,i,i,i,i,i,i,i
Cc1cccc2cc(=O)[nH]c(C)c12,i,i,-3,2,i,i,i,i,i,i,i
O=C(NCCOc1ccccc1F)Nc1ccc(Br)cc1,i,i,-7,2,i,i,i,i,i,i,i
O=C(NCC1CCCO1)Nc1cc(Cl)cc(Cl)c1 (stereo not drawn),i,i,/,1,i,i,i,i,i,i,i
CCOC(=O)Cc1csc(NC(=O)Cc2ccccc2)n1,i,i,4,0,i,i,i,i,i,i,i
CC(C)CC(NC(=O)C1CCC(C)CC1)C(=O)NCc1ccco1 (stereo not drawn),i,i,-7,-3,i,i,i,i,i,i,i
CCNC(=O)C1CCCN1C(=O)C(CCCN=C(N)N)NC(=O)C(CC(C)C)NC(=O)C(Cc1cn(Cc2ccccc2)cn1)NC(=O)C(Cc1ccc(O)cc1)NC(=O)C(CO)NC(=O)C(Cc1c[nH]c2ccccc12)NC(=O)C(Cc1cnc[nH]1)NC(=O)C1CCC(=O)N1 (stereo not drawn),i,i,-2,-2,i,i,i,i,i,i,/
CCCn1c(N)cc(=O)n(C)c1=O,i,i,-4,6,i,i,i,i,i,i,i
Cc1ccc(Cl)cc1NC(=O)c1cc(NC(=O)C2CCCCC2C(=O)O)ccc1N1CCOCC1 (stereo not drawn),i,i,9,2,i,i,i,i,i,i,i
Cc1c(NC(=S)N2CCN(c3cccc(Cl)c3)CC2)c(=O)n(-c2ccccc2)n1C,i,i,-8,-4,i,i,i,i,i,i,i
Cc1ccc(S(=O)(=O)N(C(=O)c2ccncc2)c2ccc(OC(=O)c3ccncc3)cc2)cc1,i,i,7,/,i,i,i,i,i,i,i
O=C(Cn1c(=O)oc2ccccc21)NCc1ccco1,i,i,-5,11,i,i,i,i,i,i,i
CCOC(=O)C1(CCCc2ccccc2)CCN(C(=O)C2CCCO2)CC1 (stereo not drawn),i,i,5,8,i,i,i,i,i,i,i
CNC(=S)N/N=C(\C)c1ccc(C)c(C)c1,i,i,-8,3,i,i,i,i,i,i,i
Cc1ccc(SCc2nc(-c3cccnc3)no2)cc1,i,i,0,-4,i,i,i,i,i,i,i
CCOc1ccc(N(CC(=O)NCC2CCCO2)S(=O)(=O)c2ccc(Cl)cc2)cc1 (stereo not drawn),i,i,5,1,i,i,i,i,i,i,i
COc1ccc(C(=O)C2CCCN(C(=O)COc3ccc(C(C)=O)cc3)C2)cc1F (stereo not drawn),i,i,6,-4,i,i,i,i,i,i,i
O=C(Nc1ncn[nH]1)c1ccc(Cl)c(S(=O)(=O)Nc2ccc(Cl)cc2)c1,i,i,2,-2,i,i,i,i,i,i,i
Cc1c(NC(=O)c2noc3c2CCc2ccccc2-3)c(=O)n(-c2ccccc2)n1C,i,i,-2,-8,i,i,i,i,i,i,i
OCCCCC#Cc1c(-c2ccsc2)sc2ccccc12,i,i,65*,0,i,i,i,i,i,i,i
CCOCCc1nnc(NC(=O)Cc2c(F)cccc2Cl)s1,i,i,-4,-1,i,i,i,i,i,i,i
Cc1cccc(N2CCN(Cc3cnc(Cl)s3)CC2C)c1 (stereo not drawn),i,i,-2,-9,i,i,i,i,i,i,i

# Following part
SMILES,TRPC6 inh,MrgX1 antag,SKKanGAS inh,HDAC3 inhib,ANO1 block,RGS4 block,MrgX1 ag,TRPC6 activator,RGS4 act,MrgX1 PAM,ANO1 activ
CCCn1c(C(C)Nc2nc(-c3ccc(C)cc3)cs2)nc2ccccc21 (stereo not drawn),i,i,30,10,i,i,i,i,i,i,i
CC(C)C(=O)NNc1nc2ccccc2s1,i,i,-3,-2,i,i,i,i,i,i,i
C#CCSc1nnc(-c2ccc(OC)cc2)o1,i,i,10,7,i,i,i,i,i,i,i
COc1cccc(N2CCN(C(=O)c3c(C)nn(-c4ccccc4)c3C)CC2)c1,i,i,-6,-1,i,i,i,i,i,i,i
CC(C)(C)c1ccc(C(=O)Nc2ccc(Cl)cc2)cc1,i,i,-1,-1,i,i,i,i,i,i,i
Cc1ccc2cc(NC(=O)CC(CC(=O)O)c3ccccc3)ccc2n1 (stereo not drawn),i,i,3,-9,i,i,i,i,i,i,i
CC(C)c1ccc2occ(-c3nn[nH]n3)c(=O)c2c1,i,i,-7,2,i,i,i,i,i,i,i
Cc1ccc(C(=O)NCc2nnc(SCC(=O)Nc3sc4c(c3C#N)CCCC4)n2C)cc1,i,i,-1,2,i,i,i,i,i,i,i
C/C(N)=C(/C#N)C(=O)COC(=O)C1Cc2ccccc2CN1S(C)(=O)=O (stereo not drawn),i,i,-1,10,i,i,i,i,i,i,i
